From PubChem BioAssay
SENP8 block-1 – SENP8 (human) protease inhibition; Q96LD8; recombinant SENP8, Nedd8 substrate fluorescence; inhibition, % at 20 µM; hit rate 0.64% among 360,000; AID 602440; in the data active means inhibition mostly above about 40%, no sharp cut-off; inactive means mostly below about 27%
Target sequence (Q96LD8 whole entry, looked up): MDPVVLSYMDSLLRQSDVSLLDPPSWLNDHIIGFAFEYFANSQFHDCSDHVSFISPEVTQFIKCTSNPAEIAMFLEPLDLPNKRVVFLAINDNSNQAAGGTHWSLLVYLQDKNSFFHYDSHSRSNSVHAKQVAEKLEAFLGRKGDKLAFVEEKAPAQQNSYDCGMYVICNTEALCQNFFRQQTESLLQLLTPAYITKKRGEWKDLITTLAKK
SENP7 block – inhibitors of human SENP7 protease; inhibition, % at 5 µM; hit rate 1.5% among 330,000; recombinant SENP7, Z-RLRGG-aminoluciferin luminescence, 40 min; AID 434973;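 active means inhibition above about 50% at the single test dose, limit read from the data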;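 further: plate controls were DMSO with enzyme for no effect and no enzyme buffer wells for full effect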
Target sequence (Q9BQF6 706-1050 limits assumed): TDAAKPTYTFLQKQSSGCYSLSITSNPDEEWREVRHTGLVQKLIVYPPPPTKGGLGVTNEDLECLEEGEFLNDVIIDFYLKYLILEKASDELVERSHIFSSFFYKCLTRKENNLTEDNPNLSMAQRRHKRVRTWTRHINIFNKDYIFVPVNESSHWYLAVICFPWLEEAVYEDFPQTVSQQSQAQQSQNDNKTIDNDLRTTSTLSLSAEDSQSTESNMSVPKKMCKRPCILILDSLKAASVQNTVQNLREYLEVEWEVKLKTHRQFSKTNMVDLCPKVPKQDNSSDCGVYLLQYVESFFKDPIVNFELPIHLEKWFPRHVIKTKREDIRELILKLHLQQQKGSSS
SENP1 inh – SENP1 (human) catalytic domain inhibition; recombinant SENP1 catalytic domain, CyPet-SUMO1-YPet FRET cleavage; hit rate 0.21% among 360,000; inhibition, % at 10 µM; Q9P0U3;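 active means inhibition at least 30% at 10 µM, raw YFP signal under a set limit, fluorescence ratio 0.5 to 1.5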;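 further: 0% = enzyme with DMSO and 100% = no enzyme wells; some results filed as inactive read as strong as hits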
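Test system: human SENP1 catalytic domain; medium: Tris pH 8 buffer plus EDTA, NaCl, BME, BSA, NP40, catalase; incubation: 50 min reaction at room temperature; technique: FRET, CFP and YFP emission; controls: no-enzyme low control and enzyme-plus-DMSO high control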
HKDC1 inhibitor – inhibitors of human hexokinase HKDC1; Q2TB90; recombinant HKDC1, G6PDH/diaphorase resazurin coupled fluorescence; inhibition, % at 20 µM; hit rate 0.16% among 340,000;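 active means inhibition above about 35% when tested at 20 µM, limit read from the data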;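 further: plate controls were DMSO wells with enzyme for no effect and DMSO wells lacking enzyme for full effect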
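Test system: recombinant HKDC1 (HK5) hexokinase enzyme, produced in-house / Doses: 20 µM test compound, 1% DMSO / Timing: 90 min, room temperature / Detection: G6PDH/diaphorase-coupled fluorescence, 1 mM NADP, 100 µM resazurin, 525/613 nm / Control set: DMSO wells with and without enzyme mix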
PfG6PD inh – PfG6PD (Plasmodium falciparum) enzyme inhibition | hit rate 0.78% among 350,000 | AID 504690 | inhibition, % at 20 µM | PfGluPho enzyme, NADPH resazurin-diaphorase fluorescence;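 active means inhibition reaching at least a set limit at 20 µM in the primary screen, cut at about 59% in these data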;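 further: 0% = DMSO wells with substrate and 100% = DMSO wells lacking glucose-6-phosphate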
SENP6 block – inhibitors of human SENP6 protease; Q9GZR1; Recombinant SENP6 catalytic domain, aminoluciferin luminescence; hit rate 1.8% among 330,000; AID 2599; inhibition, % at 10 µM;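 active means inhibition above about 50% at the single tested dose, limit read from the data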;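 further: plate controls were DMSO wells with enzyme for no effect and DMSO wells lacking enzyme for full effect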
SENP8 block-2 – blocks the human protease SENP8; purified SENP8, Z-RLRGG-aminoluciferin cleavage, luminescence; hit rate 1.2% among 330,000; Q96LD8; AID 2540; inhibition, % at 10 µM; in the data active means inhibition above about 50%
NALP3 yeast inh – blocks the NALP3 inflammasome reconstituted in yeast. Yeast reconstituted NLRP3/ASC/caspase-1, beta-gal luminescence, 24 h. inhibition, % at 10 µM. hit rate 0.39% among 330,000. AID 2825;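 active means inhibition of 50% or more; inactive means inhibition below 50%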;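 further: plate controls were induced DMSO wells for no effect and uninduced yeast grown without galactose for full effect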
Apaf1 inhib – inhibitors of human Apaf-1 apoptosome | inhibition, % at 20 µM | O14727 | hit rate 0.71% among 330,000 | reconstituted apoptosome caspase-3 activity, DEVD-Rh110 fluorescence; active means inhibition of at least 40% at 20 µM;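 further: plate controls were DMSO wells for no effect and DEVD-CHO caspase inhibitor wells for full effect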
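Assay system – apoptosome proteins · Medium – Hepes buffer, pH 7.5 · Also added – cytochrome c with DEVD-Rh110 · Timing – 30 min compound preincubation, 50 min activation, room temperature · Detection – Rh110 fluorescence, excitation 480 nm, emission 540 nm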
Numbers without * were called inactive; nt = not tested or not shown.

SMILES,SENP8 block-1,SENP7 block,SENP1 inh,HKDC1 inhibitor,PfG6PD inh,SENP6 block,SENP8 block-2,NALP3 yeast inh,Apaf1 inhib
CCCCC(=O)Nc1c(-c2cccc(OC)c2)c(=O)c2ccccc2n1C,-50.5,3.5,0.6,-3.0,-6.9,-20.2,-7.5,6.5,1.0
O=C(Nc1cc([N+](=O)[O-])ccc1N1CCCC1)c1ccco1,20.8,1.9,1.8,-0.2,8.5,-4.7,3.7,13.6,-8.8
COc1cccc(/C=N/NC(=S)Nc2cccc(C(=O)O)c2)c1O,-202.9,97.6*,-10.3,0.3,-59.2,96.8*,95.3*,23.5,-7.0
COc1ccc(C(C#N)N2CCOCC2)cc1 (stereo not given),26.4,-6.5,-0.1,-5.7,-7.0,-21.9,-4.7,-13.7,-1.9
C/C(=N\NC(=O)Cc1ccc(Cl)cc1)c1ccc(F)cc1,-2.2,0.3,1.6,-4.0,1.0,14.6,-0.8,13.1,9.4
Cc1cccc(S(=O)(=O)Nc2ccc(-n3c(C)nc4ccccc4c3=O)cc2)c1,7.9,15.6,0.1,3.6,-6.1,-22.1,-16.9,16.6,14.5
N#C/C(=C/c1ccc(F)cc1)c1nnc(NC(=O)c2ccccc2)s1,-419.8,6.1,-36.3,-3.6,-3.5,-6.2,-4.2,16.7,-6.7
COCCNC(=O)c1ccc(CS(=O)(=O)c2ccc(C)cc2)o1,8.2,-2.0,-0.9,-3.4,4.5,-14.0,-5.4,10.9,-0.2

Compounds from the list above that have sulfur, in the order listed:
SMILES,SENP8 block-1,SENP7 block,SENP1 inh,HKDC1 inhibitor,PfG6PD inh,SENP6 block,SENP8 block-2,NALP3 yeast inh,Apaf1 inhib
COc1cccc(/C=N/NC(=S)Nc2cccc(C(=O)O)c2)c1O,-202.9,97.6*,-10.3,0.3,-59.2,96.8*,95.3*,23.5,-7.0
Cc1cccc(S(=O)(=O)Nc2ccc(-n3c(C)nc4ccccc4c3=O)cc2)c1,7.9,15.6,0.1,3.6,-6.1,-22.1,-16.9,16.6,14.5
N#C/C(=C/c1ccc(F)cc1)c1nnc(NC(=O)c2ccccc2)s1,-419.8,6.1,-36.3,-3.6,-3.5,-6.2,-4.2,16.7,-6.7
COCCNC(=O)c1ccc(CS(=O)(=O)c2ccc(C)cc2)o1,8.2,-2.0,-0.9,-3.4,4.5,-14.0,-5.4,10.9,-0.2

Structures listed so far that contain fluorine:
SMILES,SENP8 block-1,SENP7 block,SENP1 inh,HKDC1 inhibitor,PfG6PD inh,SENP6 block,SENP8 block-2,NALP3 yeast inh,Apaf1 inhib
C/C(=N\NC(=O)Cc1ccc(Cl)cc1)c1ccc(F)cc1,-2.2,0.3,1.6,-4.0,1.0,14.6,-0.8,13.1,9.4
N#C/C(=C/c1ccc(F)cc1)c1nnc(NC(=O)c2ccccc2)s1,-419.8,6.1,-36.3,-3.6,-3.5,-6.2,-4.2,16.7,-6.7

Continuation:
SMILES,SENP8 block-1,SENP7 block,SENP1 inh,HKDC1 inhibitor,PfG6PD inh,SENP6 block,SENP8 block-2,NALP3 yeast inh,Apaf1 inhib
O=[N+]([O-])c1ccccc1/C=C/C=N/Nc1nc(N2CCCCC2)nc(N2CCCCC2)n1,15.0,4.0,3.5,-8.9,-5.4,5.8,-1.8,9.0,13.1
O=c1cc(-c2cccc(Br)c2)oc2cccc(O)c12,18.6,-4.5,-0.4,0.7,-2.6,-4.0,-10.8,17.2,2.7
O=C(C[n+]1cccc(CO)c1)Nc1nc2ccccc2s1,7.6,-4.8,-1.7,-8.0,-7.6,-26.4,0.9,9.7,-15.0
O=C(COC(=O)c1ccc(Cl)nc1)NCc1ccc2c(c1)OCO2,10.5,-3.6,-0.4,-7.2,11.0,-18.2,-8.4,2.7,-14.2
C[C@H]1NC(=O)[C@]2(C)[C@@H](c3ccccc3)[C@H]3COc4ccccc4[C@@H]3N2C1=O,-5.1,nt,1.5,-0.1,2.9,nt,nt,nt,nt
O=C(OC(C(=O)NCc1cccs1)c1ccc(F)cc1)c1ccco1 (stereo not given),30.0,-2.1,1.2,-1.1,-12.6,7.1,-6.9,9.9,12.4
COC(=O)CSC1=C(C#N)C(c2cccc(F)c2)CC(=O)N1 (stereo not given),8.1,-2.8,4.4,0.2,-10.0,10.1,-2.7,14.8,3.5
CC(=O)c1ccc(C#CC(C)(C)O)s1,6.0,6.2,-1.7,-0.5,-5.8,2.9,-4.6,9.2,0.2
Cc1ccc(S(=O)(=O)Oc2ccccc2/C=C2/SC(=O)NC2=O)cc1,15.8,12.8,2.9,3.5,-10.0,7.9,0.3,14.5,0.6
CNc1nc(C)c(C(=O)c2ccc(Cl)cc2)s1,19.3,11.2,-0.9,-1.9,-11.5,4.9,-0.1,31.3,1.4
CCc1c(C)c2ccc(OC3CCCCC3=O)cc2oc1=O (stereo not given),-284.5,10.8,1.5,-1.1,9.1,-0.2,2.5,11.3,6.5
CCn1c(SCC(=O)Nc2cccc(NC(C)=O)c2)nnc1C(C)C,19.4,-12.2,1.1,2.3,-5.2,-6.5,-11.6,-7.5,12.3
Cc1cc(-c2ccccc2)n[nH]1,16.5,11.3,2.0,-5.3,-2.6,-4.6,1.6,3.4,0.8
CC1Cc2ccccc2N1C(=O)CN1CCc2ccccc2C1 (stereo not given),19.0,2.5,-4.2,7.4,-7.3,-8.5,7.7,14.0,3.7
CCCCOc1ccc(/C=N/NC(=O)c2csc(C)c2C)cc1,6.1,4.6,-1.3,-1.9,2.2,-13.6,1.0,14.2,16.7
CCOC(=O)CSc1nc(C)c(C(C)=O)cc1C(N)=O,0.4,-4.1,1.5,10.1,0.7,1.8,-5.1,15.6,-6.9
CCCCc1cc(=O)oc2cc(OC(C)C(=O)NCc3ccccn3)c(Cl)cc12 (stereo not given),-118.8,5.5,0.1,4.8,20.0,-2.3,5.2,5.4,18.3
CCNc1ccc(Br)cc(C(=O)/C=C/c2ccc(Cl)cc2)c1=O,-13.1,6.3,-11.3,12.4,58.2,8.2,1.7,19.6,0.6
CCOC(=O)N1CCN(C(=O)CCNS(=O)(=O)c2ccc3c(c2)c(=O)n(C)c(=O)n3C)CC1,-0.5,11.7,0.0,-2.9,-0.8,-1.2,3.2,11.4,0.2
O=C(CCS(=O)(=O)Cc1ccccc1)Nc1nnc(C(F)(F)F)s1,25.5,10.0,-1.7,8.0,-8.1,-4.3,4.0,9.3,10.7

3 compounds out of the list, sorted by heavy-atom count, largest number first.
SMILES,SENP8 block-1,SENP7 block,SENP1 inh,HKDC1 inhibitor,PfG6PD inh,SENP6 block,SENP8 block-2,NALP3 yeast inh,Apaf1 inhib
O=C(CCS(=O)(=O)Cc1ccccc1)Nc1nnc(C(F)(F)F)s1,25.5,10.0,-1.7,8.0,-8.1,-4.3,4.0,9.3,10.7
CCNc1ccc(Br)cc(C(=O)/C=C/c2ccc(Cl)cc2)c1=O,-13.1,6.3,-11.3,12.4,58.2,8.2,1.7,19.6,0.6
CCOC(=O)CSc1nc(C)c(C(C)=O)cc1C(N)=O,0.4,-4.1,1.5,10.1,0.7,1.8,-5.1,15.6,-6.9
